Screens: PubChem BioAssay, several laboratories
Platelet DG rel: platelet dense granule release activity; actives 0.22% (n = 300,000); human platelet-rich plasma, SFLLRN dense granule ATP release, luminescence; inhibition, %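 (compounds screened at 7.5 µM in platelet-rich plasma)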;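 active means mean replicate score, as percent of positive control, at or above 50; inconclusive means mean below 50 but at least one replicate at or above 50; inactive means mean and every replicate below 50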
HSP90 refold inh: HSP90 refolding inhibition in rabbit reticulocyte lysate; actives 0.91% (n = 290,000); luciferase refolding luminescence, 3 h; inhibition, % at 5.6 µM;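 active means inhibition above the screen-wide mean plus 3 SD, computed separately per campaign, cut at about 16% in these data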;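 further: 0% = DMSO wells and 100% = 60 µM geldanamycin wells; inhibitors lower the luminescence because luciferase stays unfolded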
aSyn 5UTR inh: 5' untranslated region of α-synuclein, MLPCN primary screen; alpha-synuclein 5'UTR reporter, inhibitor activity; inhibition, % (tested at 7.5 µM); actives 0.82% (n = 300,000); in the data active means inhibition above about 60%; inconclusive means no clear call, values can overlap the other calls;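 further: H4 neuroglioblastoma cells stably carrying SNCA 5'UTR luciferase fusion; 0% = DMSO wells and 100% = positive control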
HSF-1 act: increases HSF-1 driven luciferase reporter signal; actives 1.7% (n = 300,000); NIH3T3-HGL HSF-1 luciferase reporter, MG132, 8 h; 100% = twice DMSO control signal; activation, % at 9 µM;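 active means mean replicate activation of at least 50% with a set share of replicates each reaching 50%; inconclusive means only one of those two conditions met; inactive means mean below 50% and too few replicates reaching it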;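 further: 0% = median of the neutral control wells and 100% = twice that signal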
HIF act: HIF pathway transcriptional activation. actives 0.32% (n = 300,000). U2OS HRE-luciferase reporter, luminescence; normalized: DMSO 0%, desferrioxamine 100%. activation, % at 7.5 µM (by protocol). AID 1910;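 active means mean activation of at least 10% of the iron chelator positive control signal, with at least half of replicates also reaching 10%; inconclusive means mean and replicate majority disagree about reaching 10%; inactive means mean and most replicates under 10%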
AI-2 QS modul: Vibrio harveyi AI-2 quorum sensing modulation | Vibrio harveyi JMH597 AI-2 luminescence/OD600 ratio, 9 h; stronger effect = lower value; strain lacks LuxN and CqsS sensors; 0 = neutral-control median | activity change, % at 7.5 µM | actives 0.4% (n = 300,000) | AID 2094; in the data active means activity change below about -75%, passing the limit was not always enough; inconclusive means no clear call, values can overlap the other calls;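 further: luminescence divided by OD600 gain over 9 h not by final OD600 alone; inactives centre near 13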
KLF5 inhibitor: suppresses KLF5 promoter-driven expression; actives 0.23% (n = 290,000); inhibition, % at 5 µM; DLD-1 KLF5 promoter-luciferase reporter, luminescence;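 active means inhibition above a per-plate limit of that plate's mean compound inhibition plus 3 SD, cut at about 60% in these data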;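 further: 0% = DMSO wells and 100% = LY294002 at 200 µM; higher means less KLF5 promoter-driven luciferase light; inactives centre near -14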
HSF1 inh: HSF1 inhibition; NIH3T3-HGL HSE-luciferase, MG132-induced, luminescence 8 h; stronger effect = lower value; activity change, negative = inhibition, % at 7.5 µM (by protocol); actives 0.77% (n = 300,000); AID 2098;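 active means more than half of replicate wells show activity change below -50%, luminescence cut by over half; inconclusive means some wells, but at most half, below -50%; inactive means no replicate well below -50%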;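 further: luciferase reports HSF-1 transcriptional activity via heat shock element; 0% = median of DMSO wells and -100% = zero luminescence signal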
SKKanGAS inh: inhibitors of SKKanGAS S. pyogenes growth in kanamycin (SK-promoter or general growth effect) | inhibition, % at 7.5 µM | actives 1.3% (n = 300,000) | BacTiter-Glo, 6 h;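 active means mean replicate score, as percent of positive control median, at least 50; inconclusive means mean below 50 but one replicate at or above 50; inactive means mean and every replicate below 50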;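 further: strain carries kanamycin resistance gene driven by streptokinase promoter and grows in 40 µg/ml kanamycin; loss of luminescence reflects streptokinase promoter inhibition or plain growth inhibition; 0% = median of DMSO wells and 100% = positive control at its reference dose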
IEC-6 tox: IEC-6 cytotoxicity, counter-screen for KLF5 inhibitors. actives 0.78% (n = 290,000). inhibition, % at 5 µM. luminescence viability; in the data active means inhibition above about 22%;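 further: 0% = plate median of test compound wells and 100% = cytotoxic reference compound wells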
An asterisk follows results filed as active. Compounds as they come (roughly 6% active in at least one column).

For c1ccc(C2(CNc3ccccn3)CCCC2)cc1 the results were Platelet DG rel -6, HSP90 refold inh 2, aSyn 5UTR inh 4, HSF-1 act 13, HIF act 0.2, AI-2 QS modul 10, KLF5 inhibitor -8, HSF1 inh 10, SKKanGAS inh 8 and IEC-6 tox 5.
For CC(C)OC(=O)c1cccc(C(=O)O)n1 the results were Platelet DG rel 8, HSP90 refold inh 1, aSyn 5UTR inh 20, HSF-1 act -30, HIF act 0.5, AI-2 QS modul 7, KLF5 inhibitor 11, HSF1 inh -12, SKKanGAS inh -2 and IEC-6 tox 0.
Screening CCCCC1(O)CC(C(F)(F)F)=NN1C(=O)COc1ccccc1 (stereo not given) returned Platelet DG rel -11, HSP90 refold inh 0, aSyn 5UTR inh -25, HSF-1 act -3, AI-2 QS modul -14, KLF5 inhibitor 22, HSF1 inh 4, SKKanGAS inh -10 and IEC-6 tox 7.
For CN(/N=C/c1cc(Br)cc(Br)c1O)c1cccc(C(F)(F)F)n1 the results were Platelet DG rel -1, HSP90 refold inh 6, aSyn 5UTR inh 70*, HSF-1 act -3, HIF act -0.7, AI-2 QS modul 13, KLF5 inhibitor -2, HSF1 inh -4, SKKanGAS inh 70* and IEC-6 tox 9.
`Cc1ccccc1CSc1nnnn1-c1ccc(C(N)=O)cc1` gave Platelet DG rel 0, HSP90 refold inh -1, aSyn 5UTR inh 14, HSF-1 act -7, HIF act -1.0, AI-2 QS modul 11, KLF5 inhibitor -37, HSF1 inh -3, SKKanGAS inh -3 and IEC-6 tox 6.
CCOC(=O)c1c(C)nn(-c2ncccc2NC(=O)CCC(=O)O)c1C was read as HSP90 refold inh -4, AI-2 QS modul 12, KLF5 inhibitor -18, SKKanGAS inh 1 and IEC-6 tox 0.
Cn1c(=NC(=O)CSCC(=O)N2CCCC2)sc2ccccc21 was read as Platelet DG rel -9, HSP90 refold inh 6, aSyn 5UTR inh -2, HSF-1 act 1, HIF act -0.1, AI-2 QS modul 17, KLF5 inhibitor -1, HSF1 inh -6, SKKanGAS inh -3 and IEC-6 tox -1.
`COc1cc(/C=C2\S/C(=N/S(=O)(=O)Cc3ccccc3)NC2=O)c([N+](=O)[O-])cc1OC` gave Platelet DG rel -2, HSP90 refold inh 2, aSyn 5UTR inh 1, HSF-1 act -1, HIF act -0.2, AI-2 QS modul 16, KLF5 inhibitor -15, HSF1 inh -11, SKKanGAS inh 12 and IEC-6 tox -6.
`CCCCN(c1ccccc1)S(=O)(=O)c1ccc2c(c1)CCN2C(=O)CCC(=O)O` gave Platelet DG rel 2, HSP90 refold inh 3, aSyn 5UTR inh 12, HSF-1 act -2, HIF act -0.1, AI-2 QS modul 26, KLF5 inhibitor -37, HSF1 inh -1, SKKanGAS inh 4 and IEC-6 tox 1.
For O=C(Cc1sc(Nc2ccccc2)nc1-c1ccccc1)NCc1ccccc1 the results were Platelet DG rel -4, HSP90 refold inh -1, aSyn 5UTR inh -123, HSF-1 act 60*, HIF act 2.4, AI-2 QS modul 46, KLF5 inhibitor -14, HSF1 inh 21, SKKanGAS inh 5 and IEC-6 tox -3.
COc1ccc(C(=O)Nc2ccc(F)cc2F)cc1OC was read as Platelet DG rel 12, HSP90 refold inh -1, aSyn 5UTR inh 5, HSF-1 act -14, HIF act 1.2, AI-2 QS modul 12, KLF5 inhibitor -21, HSF1 inh -4, SKKanGAS inh 2 and IEC-6 tox 1.
Screening O=C(Nc1cc2c(cc1Br)OCCO2)c1ccco1 returned Platelet DG rel 1, HSP90 refold inh 4, aSyn 5UTR inh -101, HSF-1 act 27, HIF act 2.3, AI-2 QS modul 10, KLF5 inhibitor -75, HSF1 inh 16, SKKanGAS inh 5 and IEC-6 tox 6.
C=CCNS(=O)(=O)c1cccc(C(C)=O)c1 was read as Platelet DG rel -22, HSP90 refold inh -2, aSyn 5UTR inh 1, HSF-1 act -19, HIF act -0.2, AI-2 QS modul 8, KLF5 inhibitor -14, HSF1 inh -7, SKKanGAS inh -4 and IEC-6 tox -1.
`COc1ccc(-c2[nH]nc3c2C(c2ccsc2)C(C#N)=C(N)O3)cc1` (stereo not given) gave Platelet DG rel 0, HSP90 refold inh 6, aSyn 5UTR inh -27, HSF-1 act 32, HIF act 0.2, AI-2 QS modul 36, KLF5 inhibitor -43, HSF1 inh 17, SKKanGAS inh -7 and IEC-6 tox 2.
O=C(NNC(=O)c1ccc(-n2cncn2)c([N+](=O)[O-])c1)c1ccc(Cl)cc1 was read as Platelet DG rel -8, aSyn 5UTR inh 4, HSF-1 act -5, HIF act -0.3, HSF1 inh -7 and SKKanGAS inh -7.
Screening COc1cccc(NC(=O)C(C)C)c1 returned Platelet DG rel 4, aSyn 5UTR inh 4, HSF-1 act -7, HIF act 0.8, AI-2 QS modul 12, HSF1 inh -7 and SKKanGAS inh -1.
Screening COc1ccc(-n2c(N)c(C#N)c3ccc([N+](=O)[O-])cc3c2=O)cc1 returned Platelet DG rel 0, HSP90 refold inh 3, aSyn 5UTR inh -19, HSF-1 act -3, HIF act 0.4, AI-2 QS modul 10, KLF5 inhibitor -27, HSF1 inh 6, SKKanGAS inh 4 and IEC-6 tox -8.
`Cc1ccc(NC(=O)CC(=O)Nc2ccc(C)cc2)cc1` gave Platelet DG rel -26, HSP90 refold inh -2, aSyn 5UTR inh -14, HSF-1 act 6, HIF act -1.0, AI-2 QS modul 2, KLF5 inhibitor -9, HSF1 inh 11, SKKanGAS inh 1 and IEC-6 tox -5.
Screening CSc1ccc(CN2CCSCC2)cc1 returned Platelet DG rel -3, HSP90 refold inh 0, aSyn 5UTR inh -3, HSF-1 act -8, HIF act -0.7, AI-2 QS modul 23, KLF5 inhibitor -27, HSF1 inh -2, SKKanGAS inh -5 and IEC-6 tox 2.
Screening COc1ccc(NC(=O)C2CC(c3ccc(Cl)cc3)=NO2)cc1 (stereo not given) returned Platelet DG rel 12, HSP90 refold inh -3, aSyn 5UTR inh 20, HSF-1 act -8, HIF act -1.5, KLF5 inhibitor -5, HSF1 inh 1, SKKanGAS inh -7 and IEC-6 tox 3.
O=C(CSCC(=O)N1CCOCC1)Nc1ccccc1 was read as HSP90 refold inh 3, AI-2 QS modul 19, KLF5 inhibitor -25 and IEC-6 tox 0.
Screening CC(=O)c1c(C)[nH]c(C(=O)Nc2cccc(C)n2)c1C returned Platelet DG rel -2, HSP90 refold inh 13, aSyn 5UTR inh -12, HSF-1 act inconclusive, HIF act 1.1, AI-2 QS modul 36, KLF5 inhibitor -92, HSF1 inh 17, SKKanGAS inh -8 and IEC-6 tox -6.
O=C(Nc1ccc(Br)c2cccnc12)c1ccc(Cn2cc(Cl)cn2)o1 was read as Platelet DG rel 0, HSP90 refold inh 1, aSyn 5UTR inh -35, HSF-1 act 7, HIF act 0.1, AI-2 QS modul 19, KLF5 inhibitor 1, HSF1 inh 6, SKKanGAS inh -9 and IEC-6 tox 2.
For CN(c1ccc(C(=O)NC2CCCCC2)cc1)S(=O)(=O)c1ccccc1 the results were Platelet DG rel -11, HSP90 refold inh 2, aSyn 5UTR inh 12, HSF-1 act -15, HIF act -0.2, AI-2 QS modul -5, KLF5 inhibitor -8, HSF1 inh -4, SKKanGAS inh -10 and IEC-6 tox 6.
For O=C(O)CCc1ccc(-c2ccccc2)n1NC(=O)c1sc2ccccc2c1Cl the results were Platelet DG rel 1, HSP90 refold inh 1, aSyn 5UTR inh -10, HSF-1 act 32, HIF act -0.1, AI-2 QS modul -9, KLF5 inhibitor -13, HSF1 inh -4, SKKanGAS inh 0 and IEC-6 tox 1.
For O=C(Nc1cccnc1)c1cc(Br)c(Br)s1 the results were Platelet DG rel -19, aSyn 5UTR inh -55, HSF-1 act 23, HIF act 1.2, AI-2 QS modul -25, HSF1 inh 15 and SKKanGAS inh -17.
For CC(C)(C)c1cc(-c2nc(N)nc(N)n2)cc(C(C)(C)C)c1 the results were Platelet DG rel -3, HSP90 refold inh -4, aSyn 5UTR inh 17, HSF-1 act 19, HIF act -0.3, AI-2 QS modul 23, KLF5 inhibitor -2, HSF1 inh 1, SKKanGAS inh 15 and IEC-6 tox -1.
O=C(CC(c1ccccc1)c1ccccc1)Nc1ccc(C(=O)O)cc1 was read as Platelet DG rel 1, HSP90 refold inh -4, aSyn 5UTR inh 4, HSF-1 act 0, HIF act 0.8, AI-2 QS modul 11, KLF5 inhibitor -8, HSF1 inh -9, SKKanGAS inh 0 and IEC-6 tox 4.
`CCC(C)(C)NC(=O)C(c1ccccc1Cl)N(Cc1cccnc1)C(=O)CCC(=O)Nc1cc(C)on1` (stereo not given) gave Platelet DG rel -1, HSP90 refold inh 1, aSyn 5UTR inh -2, HSF-1 act 10, HIF act -0.1, AI-2 QS modul 23, KLF5 inhibitor -26, HSF1 inh -1, SKKanGAS inh 13 and IEC-6 tox -4.
`CCOCCCNC(=S)N1CCC(NC(=O)C23CC4CC(CC(C4)C2)C3)CC1` gave Platelet DG rel 5, HSP90 refold inh 2, aSyn 5UTR inh 28, HSF-1 act 24, HIF act -1.2, AI-2 QS modul 18, KLF5 inhibitor -9, HSF1 inh 4, SKKanGAS inh 0 and IEC-6 tox -6.
`CCc1cccc(NC(=O)CCS(=O)(=O)c2ccc3c(c2)NC(=O)CO3)c1` gave Platelet DG rel 5, HSP90 refold inh -6, aSyn 5UTR inh -2, HSF-1 act -3, HIF act -0.3, AI-2 QS modul 30, KLF5 inhibitor -47, HSF1 inh -1, SKKanGAS inh 0 and IEC-6 tox -1.
Screening COc1ccccc1-c1noc(-c2ccncc2)n1 returned Platelet DG rel 20, HSP90 refold inh -2, aSyn 5UTR inh -74, HSF-1 act 12, HIF act 1.7, AI-2 QS modul 9, KLF5 inhibitor -74, HSF1 inh 13, SKKanGAS inh -5 and IEC-6 tox 2.
Screening CN1CCN(c2nc3c(c(=O)n(C)c(=O)n3C)n2Cc2ccccc2)CC1 returned Platelet DG rel -5, HSP90 refold inh 0, aSyn 5UTR inh 2, HSF-1 act 8, HIF act 0.2, AI-2 QS modul 15, KLF5 inhibitor -55, HSF1 inh -2, SKKanGAS inh -3 and IEC-6 tox 0.
`CC(=O)Nc1ccccc1OCc1nnc(-c2ccc(Cl)cc2)o1` gave Platelet DG rel -6, HSP90 refold inh 3, aSyn 5UTR inh -35, HSF-1 act 3, HIF act 1.3, AI-2 QS modul 36, KLF5 inhibitor -22, HSF1 inh 19, SKKanGAS inh -10 and IEC-6 tox 7.
Screening COc1ccc(CC(NC(C)=O)C(=O)NC2CCN(C(=O)C3CC3)CC2)cc1OC (stereo not given) returned Platelet DG rel -1, HSP90 refold inh 1, aSyn 5UTR inh -8, HSF-1 act -7, HIF act -0.4, AI-2 QS modul 13, KLF5 inhibitor -36, HSF1 inh -2, SKKanGAS inh 1 and IEC-6 tox -6.
For COc1ccc(NC(=O)C2CCCN(S(=O)(=O)c3cccc4cccnc34)C2)cc1OC (stereo not given) the results were Platelet DG rel 7, HSP90 refold inh -3, aSyn 5UTR inh 17, HSF-1 act 4, HIF act -0.2, AI-2 QS modul 29, KLF5 inhibitor -15, HSF1 inh -1, SKKanGAS inh -6 and IEC-6 tox -1.
